mIAP block – mouse IAP inhibition; purified mouse IAP, CDP-Star luminescence, 30 min; inhibition, % at 10 µM; 330,000 tested, 0.2% active;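 active = inhibition of at least 40% at 10 µM in the primary screen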;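 note: plate controls were DMSO with enzyme for no effect and no enzyme wells for full effect; values of inactives mirror those of a sister screen read the other way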
mIAP activ – mouse IAP activation; activation factor at 10 µM; AID 2805; muIAP, CDP-Star luminescence, 30 min; stronger effect = higher value; 1 = vehicle-only enzyme signal, 0 = enzyme-free wells; 330,000 tested, 0.24% active;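 active = activation factor of at least 2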; note: the source names both 10 and 20 µM as test concentration; values of inactives mirror those of a sister screen read the other way
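System: mouse IAP enzyme. Reagent: CDP-Star chemiluminescent phosphatase substrate. Benchmarks: DMSO wells, no-enzyme wells. Times: 30 min enzyme-substrate-compound incubation at room temperature. Detection: luminescence from enzymatic CDP-Star hydrolysis. Doses: test compounds delivered from DMSO solution.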
ATG4B inh – ATG4B (human) cysteine protease inhibition; Q9Y4P1; ATG4B cleavage of LC3-PLA2, NBD-HPC fluorescence, 1 h; inhibition, % at 8.33 µM; 340,000 tested, 0.51% active; AID 504462; in the data active = inhibition above about 40%
Target sequence (Q9Y4P1 whole entry, looked up): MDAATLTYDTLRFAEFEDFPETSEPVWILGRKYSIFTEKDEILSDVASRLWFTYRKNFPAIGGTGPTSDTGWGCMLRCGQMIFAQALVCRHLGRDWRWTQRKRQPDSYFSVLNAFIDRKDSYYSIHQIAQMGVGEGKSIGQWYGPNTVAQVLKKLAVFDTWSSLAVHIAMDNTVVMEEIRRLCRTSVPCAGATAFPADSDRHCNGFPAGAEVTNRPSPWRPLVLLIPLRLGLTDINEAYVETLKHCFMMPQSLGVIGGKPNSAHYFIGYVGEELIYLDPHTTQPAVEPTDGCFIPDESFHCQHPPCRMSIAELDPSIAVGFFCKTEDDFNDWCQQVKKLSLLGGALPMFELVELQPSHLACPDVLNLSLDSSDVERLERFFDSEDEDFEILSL
PfG6PD inh – PfG6PD (Plasmodium falciparum) enzyme inhibition; 350,000 tested, 0.78% active; inhibition, % at 20 µM; PfGluPho enzyme, NADPH resazurin-diaphorase fluorescence;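 active = inhibition reaching at least a set limit at 20 µM in the primary screen, cut at about 59% in these data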;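 note: 0% = DMSO wells with substrate and 100% = DMSO wells lacking glucose-6-phosphate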
hIAP act – increases human intestinal alkaline phosphatase activity | purified human IAP, CDP-Star luminescence, 30 min; stronger effect = higher value; 1 = vehicle-only enzyme, 0 = enzyme-free background | activation factor at 10 µM | 330,000 tested, 0.16% active | AID 2524;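 active = activation factor of the enzyme at least 2-fold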; note: the source names both 10 and 20 µM as test concentration; values of inactives mirror those of a sister screen read the other way
hIAP block – blocks human intestinal alkaline phosphatase; P09923; 330,000 tested, 0.12% active; purified IAP, CDP-Star luminescence, 30 min; AID 2544; inhibition, % at 10 µM;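 active = inhibition reaching a set limit with compound at 10 µM in the primary screen, cut at about 35% in these data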;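 note: plate controls were DMSO wells with enzyme for no effect and no-enzyme buffer wells for full effect; values of inactives mirror those of a sister screen read the other way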
HKDC1 inhibitor – blocks human hexokinase HKDC1 activity; Q2TB90; recombinant HKDC1, G6PDH/diaphorase resazurin coupled fluorescence; inhibition, % at 20 µM; 340,000 tested, 0.16% active;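 active = inhibition above about 35% when tested at 20 µM, limit read from the data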;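 note: plate controls were DMSO wells with enzyme for no effect and DMSO wells lacking enzyme for full effect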
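test system = in-house recombinant HK5 (HKDC1) enzyme | amount = HKDC1 at 5 µg/mL | control set = DMSO-enzyme wells negative, buffer-substituted wells positive | compound = one dose of 20 µM, 1% DMSO | schedule = reaction time 90 min, room temperature, protected from light | technique = resorufin fluorescence at 613 nm | reagent = glucose with 1 mM ATP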
A3A deaminase – human APOBEC3A DNA deaminase inhibition; P31941; recombinant A3A, FAM/TAMRA ssDNA deamination fluorescence; inhibition, % at 20 µM; 330,000 tested, 0.41% active; AID 493011;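 active = at least 40% inhibition at 20 µM here, with at most 30% in a related deaminase screen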;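 note: plate controls were A3A with DMSO for no effect and wells lacking A3A enzyme for full effect; some results filed as inactive read as strong as hits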
Target sequence (P31941 whole entry, looked up): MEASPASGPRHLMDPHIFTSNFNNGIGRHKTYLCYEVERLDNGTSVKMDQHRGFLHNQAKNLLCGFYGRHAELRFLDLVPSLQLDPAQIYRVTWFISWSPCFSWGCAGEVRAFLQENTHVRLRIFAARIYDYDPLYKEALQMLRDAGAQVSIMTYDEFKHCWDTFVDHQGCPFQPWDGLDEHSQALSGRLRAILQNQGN
Numbers without * were called inactive; & = joins results of further samples. Hits appear at their usual frequency; 2.4% or so of the library scored in one or more.

SMILES	mIAP block	mIAP activ	ATG4B inh	PfG6PD inh	hIAP act	hIAP block	HKDC1 inhibitor	A3A deaminase
COC(=O)c1cc(C(=O)OCC(=O)c2ccc[nH]2)cc([N+](=O)[O-])c1	4	0.96	3	-8	0.79	21	-4	1
CC(=O)OCC1=C(C(=O)O)N2C(=O)C(NC(=O)CCn3nc(C(F)(F)F)c(Br)c3C3CC3)C2SC1 (stereo not given)	2	0.97	-5	3	0.95	5	0	9
Cc1cc(C)c(NC(=O)C2CCCN2C(=O)NC2CCCCC2)c(C)c1 (stereo not given)	7	0.93	-10	-3	0.99	1	6	0
COc1ccc(C(C)=O)cc1CS(=O)(=O)CC(=O)NCCc1c[nH]c2ccccc12	-6	1.1	-12	-12	0.79	21	0	-6
NC(=O)c1cccnc1Oc1cccc(Cl)c1	-3	1	-6	14	1.2	-22	3	-2
O=C(O)c1ccc2c(c1)C(=O)N(c1nccs1)C2=O	3	0.97	1	2	1	-2	-1	-1
CC(C)n1cc(/C=C2/SC(=O)N(CC(=O)N3CCCC3)C2=O)c2ccccc21	11	0.89	-5	6	0.94	6	6	1
O=C(CCN1C(=O)S/C(=C\c2ccccc2)C1=O)N1CCCCC1	-4	1	-5	10	0.9	10	9	0
CN(C(=O)NC1CC(=O)N(c2ccc3c(c2)OCCO3)C1)c1ccccc1 (stereo not given)	-8	1.1	0	1	1.1	-12	-5	0
CCC(CC)C(=O)OCC(=O)Nc1ccc(S(=O)(=O)N2CCOCC2)cc1OC	1	0.99	-3	1	0.97	3	0	0
Cc1cc(NC(=O)CN2CCC(n3nnc4cc(C(F)(F)F)ccc43)CC2)no1	-8	1.1	-1	-6	0.88	12	-8	-2
Cc1ccc(S(=O)(=O)N2CCN(C(=O)COC(=O)c3cc([N+](=O)[O-])ccc3NCCO)CC2)c(C)c1	11	0.89	-7	-6	0.98	2	0	9
CC(=O)Nc1ccc(-c2csc(NCCc3ccccc3)n2)cc1	-5	1	2	18	0.9	10	-6	0
N#CCCN(C(=O)CSc1n[nH]c(=O)[nH]c1=O)c1ccccc1	-3	1	-14	6	1.1	-8	-8	1
O=C(O)c1ccc(NS(=O)(=O)c2cccc3nsnc23)cc1	-2	1	-4	-6	1	0	-6	5
COc1ccc(CNC(=O)C(OC(=O)c2ccco2)c2ccc(F)cc2)cc1 (stereo not given)	2	0.98	2	6	0.89	11	-5	-1
C/C(=N/NC(=O)c1ccco1)c1ccc(NC(=O)c2ccc(Br)o2)cc1	-7	1.1	-1	8	0.92	8	2	0
Cn1ncc(Br)c1C(=O)Nc1c(F)c(F)cc(F)c1F	-6	1.1	3	5	0.84	16	1	1
NC(=O)c1cc([N+](=O)[O-])c(Cl)cc1NCc1ccncc1	2	0.98	-16	30	0.97	3	-1	-1
COc1ccc(S(=O)(=O)Nc2ccc3c(c2)OCCO3)cc1Cl	2	0.98	-11	-28	1	-1	-6	-17
CCOC(=O)CSc1nnc(NC(=O)c2cccc([N+](=O)[O-])c2C)s1	6	0.94	-6	15	0.93	7	0	-3
O=C(CSc1ncnc2c1cnn2-c1ccccc1)Nc1ccccc1	6	0.94	0	-13	0.88	12	-10	-2
COc1cc(Nc2nc(SCC#N)nc3ccccc23)cc(OC)c1OC	6	0.94	2	-8	1.2	-16	-6	-5
COc1ccccc1-c1nn(-c2ccccc2)cc1C(=O)N1CCc2ccccc2C1	-12	1.1	4	-5	0.97	3	3	-2
COc1ccc(C(CNC(=O)C(=O)Nc2ccc3c(c2)OCCO3)N2CCN(C)CC2)cc1 (stereo not given)	-8	1.1	4	-7	1.1	-12	-3	2
CSCc1ccc(C(=O)N2CCCC(Nc3ccc4c(c3)OCCO4)C2)o1 (stereo not given)	-4	1	3	8	0.89	11	0	-4
CCn1c(=O)c(C(=O)NCc2ccc3c(c2)OCO3)c(O)c2ccccc21	14	0.86	-4	-21	1.1	-7	-5	-6
C/C(=C\c1ccccc1)C(=O)NCCc1ccccc1	21	0.79	12	-5	0.87	13	-3	-4
Cc1cccc(NC(=O)c2ccc(S(=O)(=O)N3CCOCC3)cc2)c1C	10	0.9	0	6	0.93	8	-6	-4
CC(C)(O)[C@H](O)Cc1cc2ccc(=O)oc2cc1O[C@@H]1O[C@H](CO)[C@@H](O)[C@H](O)[C@H]1O	3	0.97	-7	2	1	-2	1	-3
CNc1nnc(C(F)(F)F)s1	-6	1.1	0	13	1.1	-6	-3	-5
CCCCN1C(N)=NC[C@@H]1CCCCN	-9	1.1	7	-16	0.89	11	-8	-3
Cc1nc2ccccc2n1/N=C/c1cccnc1	4	0.96	0	-8	1.1	-5	-8	0
Cc1ccc([N+](=O)[O-])cc1NC(=O)c1ccc(-c2ccccc2)cc1	-2	1	7	-14	0.98	2	0	1
Cc1ccc(N(CC(=O)O)C2SC(=O)NC2=O)cc1 (stereo not given)	12	0.88	-2	-27	0.83	17	3	0
COC(=O)c1c(NC(=O)C2SC(=NC3CCCCC3)C(C(N)=O)=C2N)sc2c1CCCC2 (stereo not given)	14	0.86	6	26	0.97	3	-13	-1

Quoted at random: 6 compounds from above, in no set order.
SMILES	mIAP block	mIAP activ	ATG4B inh	PfG6PD inh	hIAP act	hIAP block	HKDC1 inhibitor	A3A deaminase
COc1ccc(C(CNC(=O)C(=O)Nc2ccc3c(c2)OCCO3)N2CCN(C)CC2)cc1 (stereo not given)	-8	1.1	4	-7	1.1	-12	-3	2
Cc1nc2ccccc2n1/N=C/c1cccnc1	4	0.96	0	-8	1.1	-5	-8	0
COC(=O)c1c(NC(=O)C2SC(=NC3CCCCC3)C(C(N)=O)=C2N)sc2c1CCCC2 (stereo not given)	14	0.86	6	26	0.97	3	-13	-1
CSCc1ccc(C(=O)N2CCCC(Nc3ccc4c(c3)OCCO4)C2)o1 (stereo not given)	-4	1	3	8	0.89	11	0	-4
Cc1ccc([N+](=O)[O-])cc1NC(=O)c1ccc(-c2ccccc2)cc1	-2	1	7	-14	0.98	2	0	1
CCn1c(=O)c(C(=O)NCc2ccc3c(c2)OCO3)c(O)c2ccccc21	14	0.86	-4	-21	1.1	-7	-5	-6

Continued.
SMILES	mIAP block	mIAP activ	ATG4B inh	PfG6PD inh	hIAP act	hIAP block	HKDC1 inhibitor	A3A deaminase
Cc1noc(C)c1CSCC(=O)N(C)CC(=O)Nc1cccc(F)c1	-1	1	-2	10	1	-1	-6	0
CSc1ccc(Cn2nnc(C(=O)Nc3ccc(C)c(C)c3)c2N)cc1	4	0.96	1	-4	1.1	-6	-6	-2
O=C(Nc1ccc(C2=NCCN2)cc1)c1ccc(C(=O)Nc2ccc(C3=NCCN3)cc2)c([N+](=O)[O-])c1	-4	1	12	38	0.94	6	5	18
COc1cc2c(cc1OC)C1(CCCCC1)CN(C)C2	4	0.96	12	1	1.1	-14	6	3
O=C(Nc1ccncc1)c1ccc2c(c1)OCCO2	12	0.88	-11	4	1	0	4	-2
COc1ccc(CNC(=O)C2CCC(CNc3c(N4CCOCC4)c(=O)c3=O)CC2)cc1 (stereo not given)	14	0.86	2&-5	1&1	1.1	-8	-3&-4	-3
O=C(c1n[nH]c(=O)c2ccccc12)N1CCN(c2ccc(F)cc2)CC1	1	0.99	-14	5	0.94	6	-4	-4
CCC(=O)NC(=S)Nc1cccc(NC(=O)c2ccccc2C)c1	7	0.93	-8	0	1.1	-8	5	-3
Cc1nc(CSc2n[nH]c(=O)n2-c2ccccc2)cs1	9	0.91	3	3	1	-1	-6	1
CCOC(=O)Cc1cc(=O)n2[nH]c(C)c(-c3ccccc3OC)c2n1	3	0.97	-10	-1	0.96	4	-2	-1
COc1ccc(OC)c(-n2c(C)ccc2-c2ccc(S(C)(=O)=O)cc2)c1	1	0.99	9	47	1.2	-18	8	-2
CC1CCCN(S(=O)(=O)c2ccc(S(=O)(=O)N3CCCC3)cc2)C1 (stereo not given)	5	0.95	-2	8	0.82	18	-3	-3
NC(=O)CC[C@@H]1NC(=O)[C@@H]2CCCN2C(=O)c2cc([N+](=O)[O-])cc(F)c2NCCC[C@@H](C(N)=O)NC1=O	-1	1	2	10	0.89	11	-3	2
O=C(NC1CCCC1)C(c1ccncc1)N(C(=O)c1csnn1)c1ccc(F)c(Cl)c1 (stereo not given)	3	0.97	0	0	0.98	2	-2	0
COc1ccc(NC(=S)NC23CC4CC(CC(C4)C2)C3)cc1OC	-9	1.1	-6	1	0.97	2	7	-5
CCOC(=O)c1c(N/N=C/c2cccnc2)n[nH]c1C	5	0.95	-13	17	1.2	-18	-2	3
COc1ccc(-c2csc(NC(=O)CSc3nc4ccccc4c(=O)[nH]3)n2)cc1	7	0.93	-11	-7	1	-1	-1	2
CC(=O)N1N=C(N)SC1c1cccc([N+](=O)[O-])c1 (stereo not given)	5	0.95	-12	17	0.91	9	-13	1
CC(=O)Nc1ccc(S(=O)(=O)N(C)c2nc3ccccc3nc2Cl)cc1	6	0.94	-4	-8	0.95	5	-5	0
Cc1ccccc1CNC(=O)C(=O)NCC1OCCCN1S(=O)(=O)c1cccs1 (stereo not given)	0	1	-1	0	1.3	-30	-5	4
COC(=O)CCC(=O)NC(=S)Nc1ccccc1F	-4	1	3	-13	1	-1	8	-10
COc1ccc(N2CC(O)(c3ccc(F)cc3)[N+]3=C2CCCC3)cc1 (stereo not given)	3	0.97	3	-11	0.92	8	-1	3
O=S(=O)(NCC1CCCO1)c1cccc(C(F)(F)F)c1 (stereo not given)	2	0.98	1	-1	0.86	14	-4	-1
COc1ccccc1NS(=O)(=O)c1cccc(C(=O)N2CCN(C(=O)c3ccco3)CC2)c1	-10	1.1	-8	-12	0.85	15	-1	-2
COc1cc(C2c3sc(=O)[nH]c3SC3C(=O)N(c4ccc(Br)cc4)C(=O)C32)ccc1O (stereo not given)	23	0.77	-9	-4	0.98	2	6	0
CN(C)S(=O)(=O)c1cccc(NC(=O)c2ccc(COc3ccccc3)cc2)c1	-1	1	-3	27	1.2	-16	-4	-1
O=C(CCN1C(=O)/C(=C/c2ccc(F)cc2)SC1=S)NCCc1ccc(O)cc1	15	0.85	0	2	0.88	12	3	-5
COc1ccc(C2=NOC(C(=O)Nc3c(C)n(C)n(-c4ccccc4)c3=O)C2)cc1OC (stereo not given)	8	0.93	-9	5	1.1	-6	-8	-4
Cc1cc(S(=O)(=O)Nc2ccc(C(=O)NCC(c3ccco3)N(C)C)cc2)ccc1F (stereo not given)	-4	1	-3	-5	1.1	-5	1	-5
CC(=O)Nc1ccc(C)cc1NC(C)=O	-4	1	0	-1	0.94	6	-4	-2
COc1cc(C(=O)NCC(=O)NCCSc2ccc(Br)cc2)cc(OC)c1OC	-7	1.1	-2	-2	1.1	-13	4	-1
COc1ccc(NS(=O)(=O)c2cccc(C(=O)NCC(c3ccccc3)N(C)C)c2)cc1 (stereo not given)	1	0.99	-10	2	1.1	-13	-6	1
COc1cc(OC)nc(Oc2ccccc2/C=N/O)n1	0	1	-5	15	1.1	-8	6	-3
Cc1cc(NC(c2cccnc2)c2c(C)[nH]c3ccccc23)no1 (stereo not given)	0	1	-5	-17	1.1	-6	-2	-20
O=C(NCc1ccc(F)cc1)C(c1ccccc1)N(C(=O)c1csnn1)C1CCCC1 (stereo not given)	10	0.9	2	7	1	0	2	5
CC1=CC(C)C(C[N+]2(C)CCCCC2)C(C)C1 (stereo not given)	8	0.92	-11	-2	0.93	7	-6	58*
OC(COCc1ccccc1)CN1CCCC1 (stereo not given)	-2	1	7	-8	1.2	-18	-4	2
